Assay outcomes deposited in PubChem by National Center for Advancing Translational Sciences (NCATS).
AmpC inh det – inhibitors of E. coli AmpC beta-lactamase with detergent | P00811 | purified AmpC, nitrocefin hydrolysis with detergent | Potency, µM (doses to about 28.7 µM), for inactives: at the highest dose activity change, negative = inhibition | 71,000 tested, 0.09% active | AID 584; active = well fitted curve in the direction sought with a large enough effect
Target sequence (P00811 whole entry, looked up): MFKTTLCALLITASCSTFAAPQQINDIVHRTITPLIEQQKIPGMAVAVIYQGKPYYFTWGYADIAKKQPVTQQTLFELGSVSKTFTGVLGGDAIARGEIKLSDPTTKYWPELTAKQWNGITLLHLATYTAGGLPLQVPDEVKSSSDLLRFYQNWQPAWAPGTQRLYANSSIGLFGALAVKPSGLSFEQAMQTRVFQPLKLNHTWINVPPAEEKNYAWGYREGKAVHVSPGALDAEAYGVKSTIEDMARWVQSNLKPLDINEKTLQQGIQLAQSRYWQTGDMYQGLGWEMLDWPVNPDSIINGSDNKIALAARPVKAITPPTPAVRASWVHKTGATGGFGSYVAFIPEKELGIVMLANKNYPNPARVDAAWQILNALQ
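E. coli AmpC (5.3 nM) in 20 mM phosphate pH 7.0 with 0.01% Triton X-100, preincubated 15 min RT with compound; nitrocefin (2 uL of 800 uM stock) hydrolysis followed by 480 nm absorbance every 20 s over 4 min.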
* hit, by the source's call; & = joins results of further samples; [ ] = another dose, or the depositor's remark. % is set by controls: 0 for no effect and ±100 for the full control effect; potency is the fitted concentration of half-maximal effect.

The first two entries as a preview:
SMILES | AmpC inh det
Cc1cccc(NC(=O)C2CCCN(S(=O)(=O)c3c(C)nn(C)c3C)C2)n1 (configuration not stated) | 12%
O=C(O)CCC(=O)N1CCc2cc(S(=O)(=O)Nc3ccc4c(c3)OCCO4)ccc21 | 12%

The list itself (from the top)
SMILES | AmpC inh det
Cc1cccc(NC(=O)C2CCCN(S(=O)(=O)c3c(C)nn(C)c3C)C2)n1 (configuration not stated) | 12%
O=C(O)CCC(=O)N1CCc2cc(S(=O)(=O)Nc3ccc4c(c3)OCCO4)ccc21 | 12%
Cc1cccn2cc(-c3ccc(S(=O)(=O)N4CCOCC4)cc3)nc12 | 10%
O=C(NCc1ccco1)c1sc2cccc(F)c2c1Cl | -6%
NC(=NCCc1ccc(I)cc1)SCCCc1cnc[nH]1 | 1%
CC(C)C[C@@H](CC(=O)N[C@H](CC(=O)N[C@@H]1CCNC[C@H]1C(=O)N[C@H](CC(=O)N[C@@H](CCC(=O)O)CC(=O)O)CC(C)C)C(C)C)NC(=O)[C@@H]1CCCC[C@H]1N | -4%
CCCCn1c(N)c(N(CCC(C)C)C(=O)CSc2nnc3ccccn23)c(=O)[nH]c1=O | -2%
CN1C(=O)SC(Nc2ccc(F)cc2)C1=O (configuration not stated) | 12%
O=C(c1ccco1)n1nc(-c2ccccc2)nc1NCc1ccco1 | 0%
CC12C(=O)N(c3cccc4cccnc34)C(=O)C1C1C=CC2C1 (configuration not stated) | 11%
CCN(CCNC(=O)C1CCN(S(=O)(=O)CC)CC1)c1ccccc1 | -2%
O=C(NC1CC1)C1CCC(=O)N1C1CCCC1 (configuration not stated) | -1%
CSc1ccc(C(=S)N2CCN(CCO)CC2)cc1 | -4%
CCCC(=O)N1CCN(c2ccc(NC(=O)c3cc4ccccc4o3)cc2)CC1 | -6%
O=C(N1CCOCC1)N1CCN(CC(O)COc2ccc3ccccc3c2)CC1 (configuration not stated) | -2%

Looked up above:
CCCC(=O)N1CCN(c2ccc(NC(=O)c3cc4ccccc4o3)cc2)CC1 in AmpC inh det → -6%
CCN(CCNC(=O)C1CCN(S(=O)(=O)CC)CC1)c1ccccc1 in AmpC inh det → -2%
O=C(O)CCC(=O)N1CCc2cc(S(=O)(=O)Nc3ccc4c(c3)OCCO4)ccc21 in AmpC inh det → 12%
O=C(N1CCOCC1)N1CCN(CC(O)COc2ccc3ccccc3c2)CC1 (configuration not stated) in AmpC inh det → -2%

(next part)
SMILES | AmpC inh det
CC(=O)Nc1ccc(OC(F)(F)C(F)C(F)(F)F)c(NC(C)=O)c1 (configuration not stated) | -3%
CN(C)CCN1C(=O)C(=O)/C(=C(/O)c2ccc(S(=O)(=O)N3CCOCC3)cc2)C1c1ccccc1 (configuration not stated) | 0%
COc1cc(C)c(S(=O)(=O)N2CCCC2)cc1C | -4%
O=C(O)CCc1ccc(-c2ccc(F)cc2)n1CC(=O)O | 18%
COC(=O)c1cc(CC(=O)c2ccc(O)cc2O)c(C)o1 | -6%
Cc1cc(C)c(S(=O)(=O)N(CC(=O)NCc2cccnc2)C2CCCCC2)c(C)c1 | 11%
CC1(C)Cc2ccccc2-c2nc(NCCCO)n(-c3ccccc3)c(=O)c21 | 0%
COc1ccccc1N1CCN(Cc2nc(N)nc(Nc3ccccc3)n2)CC1 | -2%
CCOC(=O)C1CCN(C(=O)N(C)C)CC1 | -5%
Cc1nnc(SCCn2c(N3CC(C)CC(C)C3)nc3c2c(=O)[nH]c(=O)n3C)s1 (configuration not stated) | -6%
CCOC(=O)c1c(-c2ccc(C)o2)csc1NC(=O)CSc1nnc(C)s1 | -1%
O=C(N1CCOCC1)N(Cc1cccs1)C1CCCC1 | -3%
CCOC(=O)c1csc(NC(=O)c2ccc(OC)c(OC)c2)n1 | -4%
O=C(NCc1ccco1)c1cc2nc(-c3cccs3)cc(C(F)(F)F)n2n1 | 0%
Cc1c(C(N)=O)sc2nc(-c3ccccc3)cn12 | 1%
O=C(COc1ccc(Cl)cc1Cl)N(Cc1ccco1)C1CCS(=O)(=O)C1 (configuration not stated) | 14%
COCCN(CC(=O)NCc1ccccc1)C(=O)CCC(=O)Nc1nccs1 | 11%
CNC(=O)c1c(NC(=O)c2ccc(S(=O)(=O)N3CCOCC3)cc2)sc2c1CCC2 | 14%
NC(=O)CSc1nnnn1-c1ccc(OC(F)(F)F)cc1 | 0%
COc1ccc(CNS(=O)(=O)c2ccc(C3CNC(=O)C3)cc2)cc1 (configuration not stated) | -2%
COc1nc(N)nc(N2CCOCC2)n1 | -1%
O=C(NCc1cccs1)c1ccccc1F | 6%
C[N+](C)(C)CC#CCN1CCCC1=O | 0%&18%
COc1ccccc1-c1cc(C(F)(F)F)nc(S(=O)(=O)CCCC(=O)N2CCOCC2)n1 | -2%
COC(=O)Cc1cc(=O)n(-c2nc3ccccc3s2)[nH]1 | -3%
COc1ccc(NC(=O)Cn2nnc(C(=O)NCc3ccccc3OC)c2N)cc1Cl | 1%
COc1ccc(NC(=O)CC2C(=O)N(c3ccc(OC)cc3)C(=O)N2CCN2CCN(C)CC2)cc1 (configuration not stated) | -2%
CC(C)CN1CCC2(CC1)CCN(C(=O)c1cccn1C)CC2 | 2%
CCNc1ncc2nc(-c3cc(F)cc(F)c3)c(=O)n(Cc3ccc(F)cc3)c2n1 | 2%
CC1(C)c2ccccc2N2CCC(=O)NC21/C=C/c1ccco1 (configuration not stated) | -1%
CC(C)CCNC(=O)c1cccc(Cl)c1 | -3%
CC(CCc1ccc(O)cc1)N(C)CCc1ccccc1 (configuration not stated) | 0%
CCOC(=O)N1CCN(C(=O)CC(C(=O)N2CCc3ccccc32)n2ccnc2)CC1 (configuration not stated) | 1%
CCCC(=O)Nc1cc(C)c(NC(=O)C23CC4CC(CC(C4)C2)C3)cn1 | -5%
N=C(N)SCCN | 1%&-2%
COC(=O)c1[nH]c2cccc(C)c2c1NC(=O)CN1CCN(c2ccccc2OC)CC1 | -5%
CC(=O)Nc1ccc(S(=O)(=O)N2CCSC2c2ccc(C)cc2)cc1 (configuration not stated) | -3%
CCCN1C(=O)/C(=C2\SC(N3CCCCC3)=NC2=O)c2ccccc21 | -11%
O=C(CSc1nnc(-c2ccccc2O)o1)Oc1ccc(OCc2ccccc2)cc1 | -7%
Cc1cc(N2CCOCC2)nc(SCC(=O)c2ccccc2)n1 | -3%
O=C(c1ccco1)N1CCN(C(c2ccccc2F)c2nnnn2CC2CCCO2)CC1 (configuration not stated) | -1%
CCOc1ncccc1C(=O)Nc1cccc(C(=O)Nc2cccc(S(=O)(=O)CCO)c2)c1 | -1%
Cc1oc(-c2ccccc2)nc1CS(=O)CC(=O)N1CCc2ccccc2C1 (configuration not stated) | 7%
Cc1ccc2nc(SCC(=O)NCc3ccco3)c(C#N)cc2c1 | 9%
CCOc1ccc2nc(SC(C)C(N)=O)[nH]c2c1 (configuration not stated) | 0%

Quoted at random: 6 records from the list
SMILES | AmpC inh det
CCCC(=O)Nc1cc(C)c(NC(=O)C23CC4CC(CC(C4)C2)C3)cn1 | -5%
Cc1ccc2nc(SCC(=O)NCc3ccco3)c(C#N)cc2c1 | 9%
COC(=O)c1[nH]c2cccc(C)c2c1NC(=O)CN1CCN(c2ccccc2OC)CC1 | -5%
CCOC(=O)N1CCN(C(=O)CC(C(=O)N2CCc3ccccc32)n2ccnc2)CC1 (configuration not stated) | 1%
O=C(c1ccco1)N1CCN(C(c2ccccc2F)c2nnnn2CC2CCCO2)CC1 (configuration not stated) | -1%
CC(=O)Nc1ccc(S(=O)(=O)N2CCSC2c2ccc(C)cc2)cc1 (configuration not stated) | -3%

Remaining list, next part:
SMILES | AmpC inh det
CCc1nc(SCc2cccnc2)c2c(=O)n(C)c(=O)n(C)c2n1 | 11%
O=C(Nc1ccc(N2CCCCC2)c(Cl)c1)c1cccnc1 | 11%
COC(=O)c1ccc(C2c3c(oc4ccc(F)cc4c3=O)C(=O)N2CCO)cc1 (configuration not stated) | 0%
c1cncc(CNc2ncncc2-c2ccoc2)c1 | 4%
COc1cc(C2/C(=C(/O)c3ccc(OCC(C)C)cc3)C(=O)C(=O)N2CCN(C)C)ccc1O (configuration not stated) | -2%
CC(=O)N1CC2(CC(=O)OC(C)C)CN(C(C)=O)CC(CC(=O)OC(C)C)(C1)C2=O | -7%
CCNc1ccc2c(Cl)cc(=O)oc2c1 | -1%
COC(=O)N1CCC2(CCCN(c3ncccn3)C2)CC1 | -2%
CCc1cc2c(NCCC(=O)O)ncnc2s1 | -5%
Cc1ccc2cccc(OCC(=O)NCc3ccco3)c2n1 | -2%
Cn1c(SCc2ccccc2)nnc1-c1ccc2c(c1)OCO2 | -1%
C[C@@H](CSC(=N)N)C(N)=O | -3%[5.75 µM]
Cc1cc(N2C(=O)CC(N3CCN(C(c4ccccc4)c4ccccc4)CC3)C2=O)no1 (configuration not stated) | -5%
CCCNC(=O)c1cc(S(=O)(=O)N2CCc3ccccc32)ccc1F | -1%
CCC(c1nnnn1CS(=O)(=O)c1ccc(C)cc1)N1CCN(c2nc3ccccc3s2)CC1 (configuration not stated) | 3%
CCOc1ccc(N(CC(=O)Nc2ccc3c(c2)OCCO3)S(=O)(=O)c2c(C)noc2C)cc1 | 2%
COCCN(Cc1cc2cc3c(cc2[nH]c1=O)OCO3)C(=O)c1cccs1 | -4%
CCC1CCC2(CC1)NC(CO)(CO)CO2 (configuration not stated) | -6%
NC(Cc1ccccc1)(C(=O)O)C(=O)O | -3%[5.75 µM]
Cc1ccc(/C=N/n2c(C)nnc2C)s1 | 11%
O=C(c1cc(-c2ccc(Cl)c(Cl)c2)on1)N1CCCC1 | 6%
c1cn(C23CC4CC(CC(C4)C2)C3)cn1 | -4%
O=C(/C=N/O)Nc1ccc(F)cc1 | -2%
CCOc1ccc(C(=O)Nc2cc(C)c3c(=O)oc4ccccc4c3n2)cc1 | 10%
O=C1NC(=O)C(CCc2ccncc2)(c2ccccc2)C(=O)N1 | -4%
CCOC(=O)N1CCC(NC(=O)C(CC(C)C)NC(=O)C2CCCCC2)CC1 (configuration not stated) | -3%
CC1CCCN(C(=O)C2CCN(S(=O)(=O)c3cccc4cccnc34)CC2)C1 (configuration not stated) | 3%
CCOC(=O)/C(C#N)=C1/C=Cc2ccccc2N1CC | -3%
COc1ccc(CCN2C(=O)CC(N3CCN(c4ccccn4)CC3)C2=O)cc1OC (configuration not stated) | -5%
CCCCOCC(O)Cn1c(C)nc2ccccc21 (configuration not stated) | -2%
COc1ccc(C2CC(c3ccc(C)cc3)Nc3ncnn32)cc1 (configuration not stated) | 11%
Cc1cc(C)c(C2=NOC(O)(C(F)(F)F)C2)c(=O)[nH]1 (configuration not stated) | 1%
CCOc1ccc(-n2c(C)nc3cc(C(=O)NCc4ccco4)ccc32)cc1 | 0%
COc1ccc(C(CC(=O)N2CCC3(CC2)OCCO3)NS(=O)(=O)c2ccc(OC)cc2)cc1 (configuration not stated) | -3%
C/C(=C\C(=O)c1cccnc1)Nc1ccc(C)c(C)c1 | 7%
CCOc1cc(-n2cnnn2)c(OCC)cc1NC(=O)c1cnccn1 | 13%
O=C(OCc1nnc(-c2ccccc2)o1)c1ccc(S(=O)(=O)NCc2ccco2)cc1 | -3%
COCCn1c(SCC(=O)Nc2sc(C)c(C)c2C#N)nnc1C(C)C | 8%
O=c1c2cccc3c2c(nn1CN1CCOCC1)-c1ccccc1-3 | -2%
NNC(=O)CS(=O)(=O)Nc1ncccn1 | -3%[5.75 µM]
C/C(N)=C(/C#N)C(=O)CSc1nnnn1-c1ccc(C)cc1 | -3%
O=C(c1cccc(S(=O)(=O)N2CCCC2)c1)N1CCN(c2ccccc2F)CC1 | -4%
O=S(=O)(c1ccc2oc(-c3ccncc3)nc2c1)c1ccc2oc(-c3ccncc3)nc2c1 | 11%
COc1ccccc1NS(=O)(=O)c1cc(C(=O)NCCN2CCOCC2)ccc1Cl | -1%
COc1cccc(Cn2c(=O)c(-c3cc(F)cc(F)c3)nc3cncnc32)c1 | 0%

Already shown: an excerpt of the list.
SMILES | AmpC inh det
COc1ccc(C2CC(c3ccc(C)cc3)Nc3ncnn32)cc1 (configuration not stated) | 11%
Cc1cc(C)c(C2=NOC(O)(C(F)(F)F)C2)c(=O)[nH]1 (configuration not stated) | 1%
CCOc1ccc(-n2c(C)nc3cc(C(=O)NCc4ccco4)ccc32)cc1 | 0%
COc1ccc(C(CC(=O)N2CCC3(CC2)OCCO3)NS(=O)(=O)c2ccc(OC)cc2)cc1 (configuration not stated) | -3%
C/C(=C\C(=O)c1cccnc1)Nc1ccc(C)c(C)c1 | 7%
CCOc1cc(-n2cnnn2)c(OCC)cc1NC(=O)c1cnccn1 | 13%

(next part)
SMILES | AmpC inh det
O=C(Cn1c(=O)c2c(ncn2C2CCCC2)n(Cc2ccccc2)c1=O)N1CCc2ccccc21 | 1%
CN1C(=O)C(CC(=O)N2CCN(C(c3ccccc3)c3ccccc3)CC2)N(C)C1=O (configuration not stated) | -4%
Cc1cc(S(=O)(=O)NC2CCCC2)ccc1F | -4%
COCC(=O)N(Cc1cc2cc(OC)ccc2[nH]c1=O)c1ccc(C)cc1 | 0%
CCOC(=O)c1c(C)c(-c2ccccc2)n(CC(=O)N2CCN(C)CC2)c1C | 12%
Cc1cc(S(=O)(=O)N(Cc2ccccn2)Cc2ccco2)ccc1-n1cnnn1 | -1%
O=C1NCCc2c1[nH]c1c(Cl)ccc(Cl)c21 | -5%
Cn1cccc1C(=O)N1CCC2(CCN(Cc3ccc(C#N)cc3)CC2)CC1 | 4%
CCOC(=O)N1CCC(NC(=O)CCc2c(C)nc3c(c(C)nn3C(C)(C)C)c2C)CC1 | -3%
CC1CCCCN1C(=O)Cc1ccc(Cl)cc1 (configuration not stated) | -4%
O=C(c1cc(Br)ccc1Cl)N1CCC2(CC1)OCCO2 | -3%
O=C(NCc1ccncc1)Nc1ccccc1Cl | 0%
O=c1sc(Nc2ccccc2)nc2ccsc12 | 1%
COC(=O)C1CCN(C(=O)COC(=O)Cc2c[nH]c3ccccc23)CC1 | 11%
O=C(Nc1ccccc1)N(Cc1cccs1)C1CCCC1 | -3%
CCOc1cc(S(=O)(=O)N2CC=C(c3ccc(F)cc3)CC2)c(OCC)cc1-n1cnnn1 | 10%
Cc1noc(C)c1-c1ccc2ncnc(N3CCN(C)CC3)c2c1 | -1%

An excerpt, so the mix of outcomes need not match the whole.
